# MITF primary: human MITF inhibition, primary screen; AlphaScreen MITF homodimerization, bead proximity signal; inhibition, % at 2.6 µM; hit rate 0.91% among 650,000; in the data active = inhibition above about 50%;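 also: 0% = vehicle wells with protein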
# Target sequence (O75030 whole entry, looked up): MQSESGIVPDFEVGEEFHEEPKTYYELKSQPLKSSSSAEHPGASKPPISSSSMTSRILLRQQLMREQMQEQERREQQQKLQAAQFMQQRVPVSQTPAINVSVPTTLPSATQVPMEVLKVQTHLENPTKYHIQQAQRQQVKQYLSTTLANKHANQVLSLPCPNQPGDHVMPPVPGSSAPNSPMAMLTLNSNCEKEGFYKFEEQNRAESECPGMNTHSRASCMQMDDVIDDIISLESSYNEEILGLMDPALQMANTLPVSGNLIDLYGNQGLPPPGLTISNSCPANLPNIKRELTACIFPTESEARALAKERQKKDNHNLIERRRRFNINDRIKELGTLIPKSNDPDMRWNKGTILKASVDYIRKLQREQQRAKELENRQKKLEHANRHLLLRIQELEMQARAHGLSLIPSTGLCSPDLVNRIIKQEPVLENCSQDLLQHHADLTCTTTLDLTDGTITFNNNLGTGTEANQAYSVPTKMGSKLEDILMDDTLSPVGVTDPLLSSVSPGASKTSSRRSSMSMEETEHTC
# FBW7 act: human FBW7 E3 ligase activation, primary screen; Q969H0; AlphaScreen FBW7–phospho-cyclin E peptide binding, activator screen; normalized activity (activation), % at 26.1 µM; hit rate 0.13% among 650,000; in the data active = normalized activity above about 1.9%;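 also: purified mutant Fbw7 with reduced substrate affinity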
# TEAD-YAP inh: TEAD-YAP interaction inhibition; HEK-TIYL cells, TEAD-Gal4/YAP UAS-luciferase luminescence; inhibition, % at 9.12 µM; hit rate 1.4% among 640,000; AID 1259422; in the data active = inhibition above about 32%;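 also: 0% = median of test compound wells and 100% = reference inhibitor wells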
# GPR151 activ: activates the human receptor GPR151; Q8TDV0; PathHunter beta-arrestin GPR151 cells, luminescence; activation, % at 11.2 µM; hit rate 1% among 650,000; in the data active = activation above about 4.9%;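 also: 0% = median of compound wells and 100% = cells with positive control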
# Target sequence (Q8TDV0 whole entry, looked up): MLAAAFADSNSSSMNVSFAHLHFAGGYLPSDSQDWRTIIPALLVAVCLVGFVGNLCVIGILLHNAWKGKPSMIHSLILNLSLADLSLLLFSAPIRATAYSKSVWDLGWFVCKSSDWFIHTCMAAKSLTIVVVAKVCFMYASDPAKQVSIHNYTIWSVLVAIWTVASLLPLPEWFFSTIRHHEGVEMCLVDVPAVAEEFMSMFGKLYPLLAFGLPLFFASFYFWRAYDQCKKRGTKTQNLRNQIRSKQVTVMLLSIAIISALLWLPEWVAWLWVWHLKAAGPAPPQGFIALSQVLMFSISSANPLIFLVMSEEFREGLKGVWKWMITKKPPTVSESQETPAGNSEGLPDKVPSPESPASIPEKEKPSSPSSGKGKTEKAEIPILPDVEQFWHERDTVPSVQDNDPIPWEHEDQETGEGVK
# Active calls of the source: *.
canonical_smiles	MITF primary	FBW7 act	TEAD-YAP inh	GPR151 activ
Oc1ccc(Br)cc1CN1CCN(CC2CC3C=CC2C3)CC1 (configuration not stated)	39	0.1	3	-0.3
COC(=O)c1c(N2C(N)=C(C#N)C(c3ccc([N+](=O)[O-])cc3)C3=C2CCCC3=O)sc2c1CCCCC2 (configuration not stated)	17	0.2	16	0.7
CCC(C)(C)C(=O)Nc1ccc(C)cc1C	2	0.2	5	2.7
COc1cc(C(=O)Nc2sc(C(=O)N3CCOCC3)c(C)c2C#N)cc(OC)c1OC	10	0.3	4	-0.1
CC(=O)OCC1=C(C(=O)O)N2C(=O)C(NC(=O)C(C)n3cc(Cl)c(C)n3)C2SC1 (configuration not stated)	14	-0.2	1	0.1
O=C(Nc1sc2c(c1C(=O)NCc1ccco1)CCCC2)c1cccs1	12	0.1	-1	-0.1
COc1ccc(OC)c(NC(=S)Nc2ccc(F)cc2)c1	16	0.0	2	1.2
Cc1csc(NC(=O)CCC(=O)N(CC(=O)NC2CCCCC2)Cc2ccco2)n1	10	0.0	0	-0.2
CCCNc1nc(-c2ccc(N3CCOCC3)nc2)nc2c1ncn2C1CCCCC1	13	0.4	-3	-0.4
O=c1c2ccccc2nc(SCc2c(F)cccc2F)n1CCc1ccccc1	7	-0.1	2	1.0
Cc1ccc(N2C(=O)CC(N3CCN(C)CC3)C2=O)c(C)c1 (configuration not stated)	-3	-0.1	10	0.8
N#CCCN(C(=O)COC(=O)c1ccc(Cl)cc1N)c1ccccc1	-4	0.0	-1	0.9
CCOC(=O)C1=CN(Cc2ccc(OC)c(OC)c2)C=C(C(=O)OCC)C1c1cc(Br)c(O)c(OC)c1	5	0.1	20	-1.9
CC(=O)N(Cc1ccc(C)cc1)Cc1cc2cc3c(cc2[nH]c1=O)OCO3	-3	0.0	3	0.0
COc1ccc(CN2CCc3c(nc(N4CC(C)OC(C)C4)[nH]c3=O)C2)cc1 (configuration not stated)	1	0.1	7	0.0
CC(=O)Nc1cccc(N2C(=O)C=CC2=O)c1	-1	-0.1	-12	-0.8
COc1ccccc1N1C(=O)CC(N2CCN(c3ccc(F)cc3)CC2)C1=O (configuration not stated)	3	0.5	-1	0.1
O=C(COc1ccc([N+](=O)[O-])cc1)Nc1cc(Cl)cc(Cl)c1	-4	-0.1	-4	1.1
Cc1ccc(N=Cc2nc(-c3ccccc3)oc2O)c(Br)c1	1	-0.1	1	1.5
Cc1ccc2nc(N3C(=O)C(O)=C(C(=O)c4ccc(C)o4)C3c3ccco3)sc2c1 (configuration not stated)	-3	-0.4	-38	-3.4
O=C(Cn1c(=O)n(CC(=O)NC2CCCCC2)c2ccccc21)NC1CCCCC1	8	0.6	10	0.4
O=S(=O)(NCc1ccccc1)c1ccc2nc(-c3ccccc3)[nH]c2c1	-7	-0.1	-1	-0.4
CCOc1ccc2[nH]cc(C(=O)O)c(=O)c2c1	10	0.3	-5	-0.7
O=C(CSc1nc2ccccc2c(=O)n1CC1CCC(C(=O)NCc2ccccc2)CC1)c1ccc(Cl)cc1 (configuration not stated)	2	0.1	4	-0.2
O=C(NCC1CCCO1)c1nn2c(C(F)(F)F)cc(-c3cccs3)nc2c1Cl (configuration not stated)	14	0.1	5	-0.8
COC(=O)CNC(=O)CC1(CC(=O)O)CCCC1	9	0.0	-9	0.4
COc1ccc(C2CC(C(F)(F)F)n3nc(C(=O)Nc4ccccc4Cl)cc3N2)cc1OC (configuration not stated)	13	0.0	-1	1.3
COc1ccccc1/C=C1\SC(=S)N(CCC(=O)Nc2nc(C)cs2)C1=O	13	0.4	1	-0.5
O=C(O)c1cc(NC(=O)c2ccccc2F)cc(C(=O)O)c1	-10	-0.1	-2	2.4
COC(=O)C1=C(C)NC(C)=C(C(C)=O)C1c1ccc(OC)cc1 (configuration not stated)	9	0.2	5	-0.3
N#CC(C1=NS(=O)(=O)c2ccccc21)c1nc2c(s1)CCc1ccccc1-2 (configuration not stated)	-4	-0.4	-57	0.1
O=[N+]([O-])c1ccc(NC(=S)N2CCN(c3ccc(F)cc3)CC2)cc1	16	-0.1	3	-0.3
CCOC(=O)N/N=C\c1ccc(S(O)(O)O)o1	-7	-0.2	0	-0.4
O=C(COC(=O)c1ccc([N+](=O)[O-])o1)c1ccc(Br)cc1	-11	0.1	11	0.4
COC(=O)c1ccccc1NC(=O)CCSCCC(=O)Nc1ccccc1C(=O)OC	-4	0.2	1	6.3*
Cc1nc(N2CCC(C)CC2)nc(N2CCCC2)c1[N+](=O)[O-]	13	0.5	-1	-0.6
O=C(CN1CCC(O)(c2ccccc2)CC1)Nc1ccc2c(c1)OCCO2	-11	0.2	7	1.6
O=C(NCC1CCCO1)C1CCN(Cc2ccc(Cl)cc2)CC1 (configuration not stated)	41	0.0	0	1.2
COCCn1c(CCC(=O)O)ccc1-c1ccc(C)cc1	8	0.1	1	-0.7
Cc1ccc(CCC(=O)NCCc2nc(-c3ccncc3)n[nH]2)o1	-15	0.2	13	-0.2

# Entries of single compounds as entered above. Screens in order: MITF primary | FBW7 act | TEAD-YAP inh | GPR151 activ
# Listed for COC(=O)CNC(=O)CC1(CC(=O)O)CCCC1 : 9 | 0.0 | -9 | 0.4
# Listed for COc1ccc(C2CC(C(F)(F)F)n3nc(C(=O)Nc4ccccc4Cl)cc3N2)cc1OC (configuration not stated) : 13 | 0.0 | -1 | 1.3
# Listed for O=C(NCC1CCCO1)c1nn2c(C(F)(F)F)cc(-c3cccs3)nc2c1Cl (configuration not stated) : 14 | 0.1 | 5 | -0.8
# Listed for N#CC(C1=NS(=O)(=O)c2ccccc21)c1nc2c(s1)CCc1ccccc1-2 (configuration not stated) : -4 | -0.4 | -57 | 0.1
# Listed for O=C(CN1CCC(O)(c2ccccc2)CC1)Nc1ccc2c(c1)OCCO2 : -11 | 0.2 | 7 | 1.6

# Going on with the list:
canonical_smiles	MITF primary	FBW7 act	TEAD-YAP inh	GPR151 activ
O=C(CSCCSCC(=O)N1c2ccccc2Sc2ccccc21)N1c2ccccc2Sc2ccccc21	13	0.7	4	0.0
CCOc1cc(C#N)ccc1OCC(=O)NC1CCCCC1	10	0.0	5	-1.1
COc1ccccc1OCC(=O)NCCSc1ccc(Cl)cc1	3	-0.2	-10	0.4
Cc1ccc(Cn2nnc3c(=O)[nH]c(C(=O)Nc4ccc5c(c4)OCO5)nc32)cc1	2	0.1	-8	1.1
CCOC(=O)Cn1c(=O)c2c(nc3n(-c4cccc(Cl)c4C)c(C)cn23)n(C)c1=O	11	0.8	-5	-1.0
COc1ccccc1N(NC(=O)C(O)(c1ccccc1OC)c1ccccc1OC)C(=O)c1ccccc1	14	0.2	12	2.5
CCOC(=O)c1c(NC(=O)c2ccccc2[N+](=O)[O-])sc2c1CCCC2	15	0.1	9	-0.2
Cc1n[nH]c(C)c1CCc1nc2c3ccccc3nc(NCCN3C(C)CCCC3C)n2n1 (configuration not stated)	12	0.0	0	-0.1
Nc1cc(Cl)ccc1OCCOCCOc1ccc(Cl)cc1N	6	-0.2	-1	0.6
CCOc1ccc(NC(=O)CN2CCN(Cc3ccc(OC)cc3)CC2)cc1	6	-0.1	14	1.9
N#C/C(=C1\C(=O)Nc2ccccc21)c1ccc2ccccc2n1	3	-0.1	4	0.7
OCc1cc(F)cc(CO)c1OC1c2ccccc2-c2ccccc21	-1	-0.1	-1	-0.4
O=C(Cn1nc(-c2ccccc2)nc1-c1ccccc1)Nc1cccc([N+](=O)[O-])c1	1	-0.2	-10	1.0
COc1ccc(NC(=O)c2sc3nc(-c4ccccc4)cn3c2C)cc1	-1	0.2	-5	0.5
O=C(Nc1ccc(F)c([N+](=O)[O-])c1)c1ccc2c(c1)OCCO2	13	-0.1	-18	-2.9
Cc1cc(F)c(F)cc1C(=O)n1ccnc1	-1	-0.1	-3	0.1
CSc1nc(NC(C)=O)n(C(C)=O)n1	0	0.2	-8	-1.1
O=C(N/N=C/c1ccccc1)c1ccccc1[N+](=O)[O-]	5	0.0	0	0.7
CC1=C(c2ccc(C)cc2)S(=O)(=O)N=C1Nc1ccc(C)cc1	-7	0.0	-76	0.3
COC(=O)C1=C(C(=O)c2ccccc2)C(c2ccc(Br)cc2)n2nnnc2N1 (configuration not stated)	17	0.8	-1	-0.6
C=CCNC(=O)CN(Cc1ccccc1)S(=O)(=O)c1ccccc1	-11	0.2	-12	-0.1
CCC(c1nnnn1Cc1ccc2c(c1)OCO2)N1CCN(c2ccccc2)CC1 (configuration not stated)	3	-0.1	0	0.9
CCOc1cccc2cc3c(=O)n(-c4cccc([N+](=O)[O-])c4)nc-3oc12	3	0.1	5	3.2
Cc1nc(-c2cccc(C(F)(F)F)c2)c(C)[nH]1	13	-0.1	1	-0.8
COCC(C)NCC(O)COc1ccc(C(C)(C)C)cc1C (configuration not stated)	19	-0.1	9	0.4
O=C(Nc1nnc(-c2ccc(F)cc2)o1)c1cc(Cl)ccc1Cl	-12	-0.1	1	-0.1
O=C1/C(=C\C=C/c2ccc([N+](=O)[O-])o2)C(C(F)(F)F)=NN1c1ccccc1[N+](=O)[O-]	90*	0.8	15	1.4
CC(=O)c1ccccc1OCC(O)CN1CCN(Cc2ccc(Cl)cc2)CC1 (configuration not stated)	4	0.1	11	0.6
COc1cc(OC)nc(N2CCN(Cc3ccccc3)CC2)n1	2	-0.2	2	-1.3
CC(C)CC(=O)Nc1ccccc1N1CCOCC1	2	0.0	1	-1.1
Cc1sc2ncn(CC(=O)NCC3COc4ccccc4O3)c(=O)c2c1S(=O)(=O)N1CCOCC1 (configuration not stated)	12	0.2	-7	0.1
COc1ccc(Cl)cc1NC(=O)CSc1nccn1C1CCCC1	-2	-0.1	-7	0.5
Cc1ccc(NC(=O)CSc2nc3ccccc3c(=O)n2CC2CCC(C(=O)NCc3ccccc3Cl)CC2)cc1Cl (configuration not stated)	-1	-0.1	1	0.2
CC(NC(=O)c1ccc(C(C)(C)C)cc1)C1CCCO1 (configuration not stated)	8	0.0	-39	-0.4
COc1ccc(C2CC(c3ccc(C)cc3)=NN2C(=O)CCCC(=O)O)cc1 (configuration not stated)	-7	0.0	-11	0.7
Cc1ccc(N2CCN(C(=O)C(C)(C)C)CC2)nn1	-5	0.0	-1	-0.3
COc1ccc(C)cc1N(CC(=O)Nc1ccccc1F)S(C)(=O)=O	2	0.0	8	-1.4
Cc1nc(Nc2cccc(C(F)(F)F)c2)c2c3c(sc2n1)CCCC3	5	0.1	5	0.4
CSc1cccc(NS(=O)(=O)c2ccc3c(c2)CCN3C(=O)C2CC2)c1	-8	0.1	9	-0.1
O=C1c2ccccc2C(=O)N1CNc1ccc(Oc2ccccc2)cc1	0	0.2	10	1.9

# Filtered by structure: those above with a tert-butyl group (3)
canonical_smiles	MITF primary	FBW7 act	TEAD-YAP inh	GPR151 activ
COCC(C)NCC(O)COc1ccc(C(C)(C)C)cc1C (configuration not stated)	19	-0.1	9	0.4
CC(NC(=O)c1ccc(C(C)(C)C)cc1)C1CCCO1 (configuration not stated)	8	0.0	-39	-0.4
Cc1ccc(N2CCN(C(=O)C(C)(C)C)CC2)nn1	-5	0.0	-1	-0.3

# (list continues)
canonical_smiles	MITF primary	FBW7 act	TEAD-YAP inh	GPR151 activ
COC(=O)c1cc(S(=O)(=O)Nc2cc(Cl)ccc2OC)cn1C	8	0.1	8	-0.8
COc1ccc(COC(=O)c2nc3nccc(C)n3n2)cc1F	-4	-0.1	8	-0.2
O=S(=O)(Nc1ccc2cn[nH]c2c1)c1cc(Br)ccc1Br	10	0.7	0	-1.5
O=C1Nc2c(S(=O)(=O)Nc3ccc(Cl)cc3)cc(S(=O)(=O)Nc3ccc(Cl)cc3)c3cccc1c23	-5	0.0	15	0.9
O=C(NCc1ccncc1)C1CC12CCN(Cc1ccc(OCc3ccccc3)cc1)CC2 (configuration not stated)	-4	-0.1	7	-0.3
Cc1ccc2c(c1)N(C)C(=O)CC(c1ccccc1)=N2	9	-0.1	15	-0.2
COc1ccc(-n2ncc3c(N4CCN(c5cc(C)ccc5C)CC4)ncnc32)cc1	2	0.1	4	2.0
O=C(c1ccc(F)cc1)c1cccc2c1NCC2	7	0.0	3	1.0
COc1ccc(-c2nc3cc(OC)c(OC)cc3c(=O)o2)cc1	-8	-0.1	8	0.3
Cc1ccccc1C(=O)Oc1cccc(N2C(=O)C3CC=CCC3C2=O)c1 (configuration not stated)	2	-0.1	3	-0.4
O=C(CC1C(=O)NCCN1Cc1ccoc1)NCCC1=CCCCC1 (configuration not stated)	3	-0.1	-4	-0.7
Cc1ccc(-n2c(SCC(=O)Nc3ccccc3Cl)nc3[nH]ncc3c2=O)cc1Cl	7	-0.4	7	1.4
CN(c1ccccc1)c1nnc(-c2ccc(NC(=O)c3cccs3)cc2)s1	9	-0.1	7	1.7
Oc1c(C(Nc2ccccn2)c2ccc(Br)cc2)ccc2cccnc12 (configuration not stated)	14	-0.4	84*	1.5
CC(C(=O)Oc1ccc(Br)cc1)N1C(=O)c2ccccc2C1=O (configuration not stated)	-1	-0.1	5	2.0
CCOc1ccccc1C=Nc1ccc(O)cc1	22	0.1	-9	0.5
CSCCC(NC(=O)c1ccccc1NC(=O)C(C)(C)C)C(=O)O (configuration not stated)	10	0.2	9	-1.0
CNC(=O)CCC(=O)N1CCOc2ccccc21	-6	0.0	3	0.0

# Source: PubChem BioAssay
